Screening data: PubChem BioAssay, several laboratories
West Nile virus CPE – West Nile virus antiviral activity, cell-based, CPE readout (AID 1621); West Nile virus-infected cells, CPE inhibition; higher % means a stronger effect; CPE inhibition, % at 10 µM; hits with a dose series show IC50 in µM; 290,000 compounds, 0.02% hits; in the data active = a potency from the dose series; note: strong numbers were not always called active
GPR35 arrestin U2OS – inhibition of zaprinast-stimulated GPR35 beta-arrestin translocation – imaging, U2OS, beta-arrestin-GFP, zaprinast agonist, primary screen (AID 2058); inhibition, % at 10 µM; hits with a dose series show IC50 in µM; U2OS GPR35 beta-arrestin-GFP translocation imaging, zaprinast antagonism; higher % means a stronger effect; 290,000 compounds, 0.052% hits;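 active = inhibition of at least 50% with at least 30 cells and total cytoplasm GFP at most 10,000,000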
GPR55 activation – selective activators of receptor GPR55 – imaging, U2OS cells, beta-arrestin-GFP redistribution, primary screen (AID 1961). 290,000 compounds, 0.048% hits. activation, % at 10 µM; hits with a dose series show EC50 in µM. U2OS GPR55 beta-arrestin-GFP redistribution imaging; higher % means a stronger effect;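 active = activation above 40% with more than 50 cells counted in the well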;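 note: U2OS osteosarcoma cells stably expressing GPR55 and beta-arrestin-GFP; plate controls were DMSO negative control for no effect and LPI positive control for full effect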
Dengue-2 NS5 capping – Dengue-2 NS5 methyltransferase inhibitors, primary screen, biochemical, confirmation dose response (AID 588689) | Dengue-2 NS5 methyltransferase capping enzyme assay, biochemical; higher % means a stronger effect | one-dose inhibition, % at 25 µM; IC50 in µM for titrated hits | 340,000 compounds, 0.3% hits; in the data active = a potency from the dose series
HIV peptide binding – cell-free HIV fusion peptide-binding blockers – biochemical, uHTS, fluorescence dequenching, primary screen (AID 1986); cell-free peptide binding, fluorescence dequenching, 30 min; higher % means a stronger effect; one-dose inhibition, % at 20 µM; IC50 in µM for titrated hits; 290,000 compounds, 0.3% hits; in the data active = inhibition mostly above about 52%, no sharp cut-off; inactive = mostly below about 76%; note: some results filed as inactive read as strong as hits
KOR beta-arrestin-1 – kappa opioid receptor blockers – cell-based, luminescence, uHTS (AID 1778); KOR beta-arrestin recruitment, luminescence, antagonist mode; higher % means a stronger effect; inhibition, % at 10 µM, or IC50 in µM where a hit was titrated; 290,000 compounds, 0.091% hits; in the data active = inhibition above about 50%; note: strong numbers were not always called active
GPR55 LPI antagonism – inhibition of LPI-stimulated GPR55 beta-arrestin translocation – imaging, U2OS, beta-arrestin-GFP, LPI agonist, primary screen (AID 2013) | 290,000 compounds, 0.13% hits | U2OS GPR55 beta-arrestin-GFP translocation imaging, LPI antagonism; higher % means a stronger effect | inhibition, % at 10 µM, or IC50 in µM where a hit was titrated;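 active = spots per cell inhibited over 60%, with over 100 cells counted and total cytoplasm intensity under 500,000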;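 note: U2OS cells stably carrying GPR55 and arrestin-GFP stimulated by 5 µM LPI near EC80; imaged beta-arrestin-GFP aggregate spots per cell after agonist stimulation; plate controls were LPI-stimulated DMSO wells for no effect and DMSO wells without LPI for full effect; some results filed as inactive read as strong as hits; confirmed hits need IC50 under 10 µM and bright autofluorescent wells are also inconclusive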
NOD1 NF-kB reporter – NOD1 signaling inhibitors, primary screen, cell-based, luminescence, uHTS (AID 1578) | NOD1-driven NF-kB luciferase reporter cells, luminescence; higher % means a stronger effect | 290,000 compounds, 1% hits | one-dose inhibition, % at 4 µM; EC50 in µM for titrated hits; in the data active = inhibition mostly above about 36%, no sharp cut-off; inactive = mostly below about 34%;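 note: HEK-293T reporter cells stimulated with the NOD1 agonist gamma-tri-DAP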
KOR beta-arrestin-2 – KOR agonists, beta-arrestin recruitment, primary screen, cell-based, luminescence, uHTS (AID 1777) | KOR beta-arrestin recruitment, luminescence; higher % means a stronger effect | activation, % at 10 µM; hits with a dose series show EC50 in µM | 280,000 compounds, 0.02% hits; in the data active = activation above about 50%, passing the limit was not always enough; note: a part of the inactive calls stands beside numbers as strong as those of hits
* = called active by the depositor; · = no result given; [ ] = another dose, or the depositor's remark. The list is partial; rates above refer to the full screens.

KOR beta-arrestin-1	NOD1 NF-kB reporter	GPR55 activation	KOR beta-arrestin-2	GPR35 arrestin U2OS	GPR55 LPI antagonism	Dengue-2 NS5 capping	West Nile virus CPE	HIV peptide binding	smiles
-10.4%	39.8%	0.2%	-0.7%	1.1%	-1.1%	-6.2%	-0.2%	1.9%	c1ccc(-c2cc(CSc3nc4ccccc4[nH]3)on2)cc1
15.1%	-0.9%	0.2%	-4.0%	-3.9%	-13.9%	-4.9%	-0.8%	0.3%	Cc1ccc(N(CC(=O)NC2CCCCC2)C(=O)CNC(=O)c2ccco2)cc1C
-20.3%	·	-0.2%	-1.8%	-7.7%	13.8%	4.2%	-1.3%	47.5%	CC1=NN(c2ccc(Cl)cc2)C(=O)C1C(c1ccccc1O)c1c(C)[nH]n(-c2ccc(Cl)cc2)c1=O (stereo unspecified)
34.6%	3.5%	-0.2%	5.7%	-12.5%	4.0%	-10.3%	·	4.0%	Cc1cc(NC(=O)CN2CCCC(C)C2)n(-c2nc3ccccc3s2)n1 (stereo unspecified)
-25.7%	-5.9%	0.1%	3.8%	-10.9%	1.4%	0.7%	-0.3%	-2.1%	Cc1ccsc1C1CC(=O)NC2=C1C(=O)CC(C)(C)C2 (stereo unspecified)
23.7%	-0.1%	1.1%	2.7%	8.2%	7.1%	-3.3%	0.1%	-0.4%	Clc1nc2nc3n(c2nc1Cl)CCC3
-30.7%[20 µM]	-24.5%	-0.1%	-6.6%	11.4%	-6.2%	-9.6%	0.4%	-0.8%	C/C(=N/NC(=O)CC1N=C(Cc2ccccc2)NNC1=O)c1cccnc1 (stereo unspecified)
-24.9%	-42.8%	0.1%	2.4%	-1.5%	2.0%	0.0%	-0.4%	-1.7%	Cc1ccc(OCC(=O)N/N=C\c2cccn2C)c([N+](=O)[O-])c1
16.6%	8.4%	-0.2%	-0.2%	1.0%	4.3%	-5.2%	0.4%	0.6%	COc1cccc(/C=N/NC(=O)C(=O)NCc2cccnc2)c1O
-0.3%	-33.9%	0.1%	-4.9%	-4.8%	8.4%	3.2%	-0.2%	0.6%	COc1ccccc1N(CC(=O)NCc1ccccc1)C(=O)CCC(=O)Nc1ccccn1
-6.9%[20 µM]	-5.1%	-0.1%	-2.9%	2.3%	7.4%	-3.9%	-0.6%	0.8%	Cc1ccc(-c2ccc(=O)n(CC(=O)Nc3ccc4c(c3)OCCO4)n2)cc1
-3.6%	-1.3%	0.2%	-5.5%	16.4%	10.5%	2.1%	0.2%	-1.0%	CCN(C1CCCCC1)S(=O)(=O)c1cn(C)c(=O)n(C)c1=O
17.4%	-8.9%	-0.1%	-10.9%	5.8%	10.2%	-1.4%	0.0%	0.6%	O=C(CCc1ccccc1)N1CCN(CCO)CC1
20.4%	17.4%	0.0%	-1.2%	-9.8%	7.4%	-7.1%	-0.8%	2.0%	CC(C)(C)OC(=O)N/N=C/c1cc(N=Nc2ccccc2)ccc1O
18.4%	0.5%	0.3%	-2.7%	8.0%	1.1%	0.0%	-0.6%	1.4%	COc1cccc(CN2CCN(Cc3cc4ccccc4[nH]3)CC2CCO)c1 (stereo unspecified)
-309.5%	15.6%	-0.1%	3.6%	7.1%	-10.0%	6.7%	0.3%	12.6%	Cc1nc(S/C(=C\c2ccc(OCc3ccccc3Cl)cc2)C(=O)O)n[nH]1
4.6%	-4.3%	-0.1%	-1.9%	0.7%	0.7%	0.7%	-0.9%	2.6%	O=C(Nc1cccs1)N1CCN(c2ncccn2)CC1
4.5%	10.0%	0.2%	-2.3%	-2.2%	4.8%	1.4%	-1.5%	-0.8%	CC(C)CC(=O)N1CCN(S(=O)(=O)c2ccc3ccccc3c2)CC1
10.8%	-15.9%	-0.1%	-1.8%	-6.5%	15.1%	0.0%	-0.4%	-1.5%	Cc1cccc(C(=O)NNC(=O)c2ccc(F)cc2)c1
-3.3%	-26.3%	-0.2%	-1.2%	10.4%	-2.0%	0.0%	-1.2%	-1.1%	COc1ccc(CCC(=O)Nc2nnc(C(C)(C)C)s2)cc1
-5.1%	19.2%	0.3%	-5.6%	11.7%	11.6%	-0.8%	0.4%	4.4%	CCCCCCn1c(N2CCC(C(N)=O)CC2)nc2c1c(=O)[nH]c(=O)n2C
6.1%	15.9%	0.3%	-3.5%	13.1%	17.2%	-6.3%	-0.3%	-0.7%	O=C(NC(=S)N(Cc1ccccc1)Cc1ccccc1)c1ccccc1F
-54.8%[20 µM]	1.0%	-0.1%	2.0%	-5.0%	-1.0%	-7.0%	49.6%	-0.2%	CN(C)CCCNc1ncnc2c1c(-c1ccccc1)cn2-c1ccccc1
8.4%	-26.9%	-0.3%	-2.6%	-3.0%	8.3%	9.2%	0.2%	26.9%	Cc1cc(/C([O-])=C(/C(=S)Nc2ccc(F)cc2)[n+]2ccccc2)c(C)n1Cc1ccccc1Cl
26.5%	-8.6%	-0.2%	0.5%	-1.8%	-4.1%	2.6%	-0.5%	-0.9%	CC(C)OCCCNC(=O)C(Cc1ccccc1)NS(=O)(=O)c1ccc2c(c1)CCC(=O)N2 (stereo unspecified)
0.3%	-3.0%	0.1%	1.6%	-0.6%	5.0%	-2.4%	0.7%	1.9%	CCO[C@@H]1OC(C(=O)O)=C[C@H](c2coc3ccccc3c2=O)[C@H]1CCCO
-18.3%	-8.6%	-0.1%	1.1%	-5.3%	-8.8%	9.7%	0.4%	1.9%	CCn1nc(NS(=O)(=O)c2ccccc2[N+](=O)[O-])c2cc3ccc(C)cc3nc21
-4.4%	-27.6%	0.5%	-8.3%	-12.6%	1.3%	5.7%	-0.2%	1.1%	NC1=NC(=O)C2(COC(c3cccnc3)OC2)S1 (stereo unspecified)
-49.9%	45.0%	0.3%	5.3%	-11.2%	-3.1%	3.3%	-0.6%	-0.1%	CCN(Cc1nc(-c2cccc(C)c2)no1)C(=O)c1ccc2c(c1)OCO2
-6.8%	-3.0%	0.5%	0.6%	6.9%	14.2%	·	-0.7%	3.0%	COc1cccc(-c2nnc(-c3ccccc3NC(=O)c3ccc(C(C)(C)C)cc3)o2)c1
11.3%	-23.8%	0.2%	0.3%	4.1%	-0.9%	-0.7%	0.0%	2.0%	O=C(NC1CCCCC1)N1CCN(S(=O)(=O)c2ccc(F)cc2)CC1
21.2%	-10.1%	-0.1%	-0.5%	9.9%	2.0%	-14.9%	0.3%	-1.1%	O=C(CSc1nc2ccccc2s1)N/N=C/c1ccccc1C(=O)O
13.1%	-54.4%	-0.3%	8.5%	-12.3%	2.1%	·	0.4%	1.5%	CCOCCn1cnc2sc(C(=O)Nc3nc(C)c(C(=O)OCC)s3)c(C)c2c1=O
11.2%	-12.1%	1.4%	-5.0%	6.3%	3.2%	-8.0%	-0.2%	3.0%	CC(C)CCOC(=O)C1C2C=CC3(CN(Cc4cccs4)C(=O)C13)O2 (stereo unspecified)
-31.5%[20 µM]	-4.5%	-0.1%	-4.2%	-1.8%	10.6%	·	-0.6%	0.7%	C=CCSc1nc2c(c(=O)[nH]c(=O)n2C)n1Cc1ccccc1
21.7%	-3.6%	0.0%	-2.5%	-3.8%	0.6%	-4.6%	-0.6%	0.8%	O=C(N/N=C/c1cccc2cccnc12)[C@H]1C[C@@H]1c1ccccc1
-4.9%	-5.8%	-0.1%	-1.1%	10.9%	-8.6%	0.8%	0.7%	-2.3%	CCOc1ccc(OC(=O)c2cccnc2)cc1
-11.2%	-25.7%	0.6%	-4.3%	-9.7%	14.0%	-9.5%	-0.5%	-1.0%	COc1ccccc1NC(=O)CCCc1nc(-c2ccc(OC)c(OC)c2)no1
23.8%	·	0.3%	1.9%	-15.2%	4.3%	-4.8%	0.3%	0.1%	COc1ccc2[nH]c(=O)c(CN(C(=O)c3cccnc3)c3ccccc3OC)cc2c1
-33.3%	-11.5%	0.0%	7.6%	-6.1%	-6.7%	-2.1%	-0.4%	-0.9%	CCCOC(=O)c1ccc(OCC(O)CN2CCN(C(=O)c3ccccc3)CC2)cc1 (stereo unspecified)
-18.4%	-89.3%	-0.2%	-2.6%	-4.8%	7.8%	28.2%	0.4%	2.1%	Cc1ccc(Sc2c(O)c3ccccc3n(C)c2=O)cc1
-17.6%	-33.2%	-0.1%	5.7%	-13.7%	-3.1%	-1.4%	-0.3%	0.5%	CCOc1ccc(Nc2nc3ccccc3n3nnnc23)cc1
-14.5%	-21.8%	-0.1%	5.5%	7.0%	11.1%	-4.5%	-0.4%	3.2%	O=C(Nc1ccc(Cl)cc1)Nc1nnc(SCc2ccc(Cl)cc2)s1
-48.9%	-21.7%	0.3%	4.2%	6.6%	4.3%	0.0%	0.6%	-1.5%	CC(=O)Nc1ccc(NC(=O)CSc2ccc(C)cc2)cc1
-10.4%	-20.1%	0.1%	4.4%	8.0%	3.2%	-1.6%	-0.7%	-1.2%	O=C(CN1C(=O)COc2ccccc21)N1CCc2ccccc2C1
-7.0%	-5.6%	0.1%	0.5%	-6.1%	6.8%	0.8%	0.8%	0.8%	Cc1ccc(OCC(=O)N2CCC(N3CCCCCC3)CC2)cc1
-79.9%	10.1%	0.2%	-1.9%	1.2%	2.8%	-4.8%	-0.6%	-0.8%	Cc1ccccc1OCC(O)Cn1c(NCc2ccco2)nc2c1c(=O)[nH]c(=O)n2C (stereo unspecified)
-10.8%[20 µM]	-15.7%	-0.1%	-4.9%	0.1%	-1.0%	-0.7%	-0.2%	0.3%	CCCN1CCN(S(=O)(=O)c2ccc3c(c2)NC(=O)C(C)C(=O)N3)CC1 (stereo unspecified)
-7.8%	-25.8%	-0.1%	-5.9%	26.1%	-3.0%	-1.6%	-0.6%	0.0%	CCOc1ccc(NC(=O)NCCN2C(C)CCCC2C)cc1 (stereo unspecified)
12.3%	-4.4%	-0.1%	-3.7%	9.4%	6.8%	-2.0%	-0.4%	-0.3%	CC(NC(=O)C1CCCN1S(=O)(=O)c1ccccc1)c1ccccc1 (stereo unspecified)
8.8%	-2.6%	0.6%	-7.8%	-21.9%	6.1%	-1.3%	0.1%	-1.0%	CCn1ncc(Br)c1C(=O)Nc1cccc(C(C)=O)c1
